High-throughput results: PubChem, The Scripps Research Institute Molecular Screening Center
TEAD-YAP inh – TEAD-YAP interaction inhibition, primary screen, TEAD-YAP interaction inhibitor project, luminescence, HEK-TIYL cells; 640,000 tested, 1.4% active; AID 1259422, 2018; TEAD-Gal4/YAP UAS-luciferase luminescence; inhibition, % at 9.12 µM; in the data active means inhibition above about 32%;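 further: 0% = median of test compound wells and 100% = reference inhibitor wells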
FBW7 activator – FBW7 E3 ligase activators, primary screen, biochemical, AlphaScreen, human. F-box/WD repeat-containing protein 7 (Homo sapiens), Q969H0. AlphaScreen FBW7–phospho-cyclin E peptide binding, activator screen. normalized activity (activation), % at 26.1 µM. 650,000 tested, 0.13% active; in the data active means normalized activity above about 1.9%;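 further: purified mutant Fbw7 with reduced substrate affinity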
Target sequence (Q969H0 whole entry, looked up): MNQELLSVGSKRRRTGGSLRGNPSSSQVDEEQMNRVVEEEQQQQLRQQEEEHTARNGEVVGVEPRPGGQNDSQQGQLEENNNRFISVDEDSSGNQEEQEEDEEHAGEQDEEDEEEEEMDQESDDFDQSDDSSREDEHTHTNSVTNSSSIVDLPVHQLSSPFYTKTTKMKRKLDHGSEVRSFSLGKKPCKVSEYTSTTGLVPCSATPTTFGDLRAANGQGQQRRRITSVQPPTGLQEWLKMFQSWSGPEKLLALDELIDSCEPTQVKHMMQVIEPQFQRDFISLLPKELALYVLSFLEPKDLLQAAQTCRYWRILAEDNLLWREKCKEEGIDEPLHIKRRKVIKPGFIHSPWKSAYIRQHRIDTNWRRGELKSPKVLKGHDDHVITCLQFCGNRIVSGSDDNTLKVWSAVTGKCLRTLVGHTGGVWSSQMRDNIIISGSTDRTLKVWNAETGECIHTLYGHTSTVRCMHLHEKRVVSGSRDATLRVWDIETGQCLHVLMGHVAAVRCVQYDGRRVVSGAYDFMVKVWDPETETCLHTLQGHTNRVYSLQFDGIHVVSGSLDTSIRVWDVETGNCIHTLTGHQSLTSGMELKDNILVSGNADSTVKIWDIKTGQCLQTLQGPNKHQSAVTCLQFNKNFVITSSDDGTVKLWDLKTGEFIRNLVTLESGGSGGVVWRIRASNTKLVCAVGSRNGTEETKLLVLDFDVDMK
GPR151 ag – activators of human GPR151, primary screen, cell-based, PathHunter beta-arrestin, luminescence. PathHunter beta-arrestin GPR151 cells. activation, % at 11.2 µM. 650,000 tested, 1% active. AID 1508602, 2020; in the data active means activation above about 4.9%;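 further: 0% = median of compound wells and 100% = cells with positive control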
MITF primary – MITF inhibitors, primary screen, biochemical, AlphaScreen, human | Microphthalmia-associated transcription factor (Homo sapiens), O75030 | AlphaScreen MITF homodimerization, bead proximity signal | inhibition, % at 2.6 µM | 650,000 tested, 0.91% active | AID 1259374, 2018; in the data active means inhibition above about 50%;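 further: 0% = vehicle wells with protein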
* = called active by the depositor. Outcome played no part in choosing rows (roughly 3.4% active in at least one column).

SMILES	TEAD-YAP inh	FBW7 activator	GPR151 ag	MITF primary
Cc1ccc(OCc2cccc(S(=O)(=O)N(C)C)c2)c([N+](=O)[O-])n1	4	0.0	0.0	5
O=[N+]([O-])c1ccccc1C=Nc1cccc(CO)c1	8	0.0	0.5	-5
COc1ccc(NC(=O)CSc2nnc3c(n2)[nH]c2ccc(F)cc23)c([N+](=O)[O-])c1	-7	0.3	0.6	6
CCN1CCc2c(sc(NC(=O)c3ccc(S(=O)(=O)N(CC)CC)cc3)c2C(N)=O)C1	3	0.1	-1.1	21
COc1ccc(-c2ocnc2C(=O)NCCCn2ccnc2)cc1	21	0.1	-0.1	12
O=[N+]([O-])c1ccc(COc2ccccc2CN2CCOCC2)cc1	-4	-0.5	0.3	1
CCOC(=O)N1CCc2c(sc(NC(=O)/C=C/c3cccc([N+](=O)[O-])c3)c2C#N)C1	34*	0.2	0.1	12
Cc1ccc(Cl)cc1N1CCN(C(=O)c2cccn3c(=O)c4ccccc4nc23)CC1	-34	-0.1	-0.7	1
CC1=CC(C)(C)N2C(=O)C(=O)c3c4c(cc1c32)CCC4	-1	-0.5	-0.3	15
O=c1c2ccc(Cl)cc2nc(/C=C/c2ccc(OC(F)F)cc2)n1-c1cccc(F)c1	-2	0.0	0.2	-4
CCCC(=O)Nc1cccc(C(=O)NN2C(=O)c3ccccc3C2=O)c1C	5	0.2	0.2	9
COc1ccc(C(=O)NCC2COc3ccccc3O2)cc1 (stereo not given)	-50	0.1	-0.2	12
CC(=O)Nc1ccc(OCC[n+]2cccc(C(=O)O)c2)cc1	1	-0.2	1.7	8
CCOP(=O)(OCC)c1nc(Cc2ccc(OC)cc2)oc1NCCc1ccccc1	4	-0.2	-0.3	-5
CCN(CC)c1ccc(NC(=O)/C=C/C(=O)O)cc1	23	-0.7	-0.6	49
CN(CC(=O)NC1CCCC1)S(=O)(=O)c1ccc(Br)s1	-1	0.2	-0.3	18
Cn1c(=O)c2cc(S(=O)(=O)NCCC(=O)NC3CCCC3)ccc2n(C)c1=O	10	0.2	0.3	24
COc1ccc(-c2cc3nc(C)c(C)c(=O)n3[nH]2)cc1	-45	0.0	-0.9	-11
CCc1ccc(C2C(C#N)=C(N)N(c3sc4c(c3C#N)CCCC4)C3=C2C(=O)CC(C)(C)C3)cc1 (stereo not given)	-2	0.0	-0.4	2
CC(C)c1ccc(N(CC(=O)NCC2CCCO2)C(=O)c2snc(C(N)=O)c2N)cc1 (stereo not given)	1	0.2	-0.3	9
CC(C)(C)N(Cc1ccccc1)C(=O)COC(=O)c1ccc(O)cc1	-1	0.1	-0.4	-19
COc1ccc(C2CC(=O)C3=C(C2)NC(C)=C(C(=O)OC2CCCC2)C3c2cccc(C)c2)cc1OC (stereo not given)	47*	0.1	0.3	-34
O=C(CCCn1c(SCC(=O)NC2CCCCC2)nc2ccccc2c1=O)NCC1CCCO1 (stereo not given)	0	-0.2	0.0	4
Cn1c(=O)[nH]c(=O)c2c1nc(N1CCCC1)n2CCCSc1ncccn1	-11	0.4	-1.0	16
COc1ccc(-c2noc(CNC(=O)CN(C)S(=O)(=O)c3ccc(C)cc3)n2)cc1	5	-0.1	-1.0	0
COc1cccc(OC)c1C(=O)N1CCN(Cc2ccccc2[N+](=O)[O-])CC1	-8	-0.2	0.1	56*
Cn1c(=O)c([N+](=O)[O-])c(N2CCN(Cc3cccc4ccccc34)CC2)c2ccccc21	3	0.0	1.9	-13
Cn1ccnc1C(=O)C1CCCN(C(=O)CCC2(Cc3cccs3)CCC(=O)N2)C1 (stereo not given)	12	0.9	-1.2	16
Cc1ccc(C(=O)Nc2ccc(C(=O)O)cc2)cc1S(=O)(=O)NC1CCCCC1	2	-0.1	-0.4	12
Cc1cccc(NC(=O)COc2c(Cl)cc(Cl)cc2[N+](=O)[O-])c1	-8	-0.1	-1.7	-4
O=C(NNc1cccccc1=O)c1ccncc1	-6	-0.4	0.5	-30
Cc1ccc(N(CC(=O)NC(C)C)C(=O)CCC(=O)Nc2nccs2)c(C)c1	6	0.3	-0.3	14
O=C(c1ccccc1)N1c2ccccc2CC1S(=O)(=O)O (stereo not given)	-11	-0.2	0.3	10
COc1ccc(C2(C)CCc3oc4ccc(C)cc4c3-c3oc(C)cc32)cc1 (stereo not given)	6	-0.1	0.3	1
CC(C)[C@H](NC(=O)c1ccco1)C(=O)OCC(=O)Nc1ccc(C(N)=O)cc1	2	0.1	0.8	11
Cc1ccccc1-n1nc2c(c1NC(=O)c1ccccc1I)CSC2	8	0.0	0.3	7
Cc1cccc(NS(=O)(=O)c2cccc(C(=O)Nc3ccccc3C)c2)c1	10	0.3	0.1	14
NC(=O)C1CCCN1c1nc2ccccn2c1C=O (stereo not given)	2	0.1	1.7	13
CC(C)n1cnc2c(NCc3nc4ccccc4[nH]3)nc(-c3ccc(C(=O)N4CCN(C)CC4)cc3)nc21	65*	0.4	-1.2	7
COc1ccc2[nH]c(C)c(CC=C(Cl)Cl)c(=O)c2c1	-7	0.0	2.9	11

Quoted at random: three compounds from above
SMILES	TEAD-YAP inh	FBW7 activator	GPR151 ag	MITF primary
NC(=O)C1CCCN1c1nc2ccccn2c1C=O (stereo not given)	2	0.1	1.7	13
CC(=O)Nc1ccc(OCC[n+]2cccc(C(=O)O)c2)cc1	1	-0.2	1.7	8
CCOC(=O)N1CCc2c(sc(NC(=O)/C=C/c3cccc([N+](=O)[O-])c3)c2C#N)C1	34*	0.2	0.1	12

(list continues)
SMILES	TEAD-YAP inh	FBW7 activator	GPR151 ag	MITF primary
COc1cc2c(cc1NC(C)=O)oc1ccccc12	-26	-0.2	0.1	10
Cc1ccccc1C(=O)Nc1nnc(-c2ccc(Cl)s2)o1	8	-0.1	-0.3	-5
Cc1cc2nc(Cc3cccc(Cl)c3)c(=O)n(C)c2cc1C	3	0.0	0.3	-5
O=C(O)Cn1c(O)c(C=Nc2cc(Cl)cc(Cl)c2)sc1=S	-2	0.0	0.7	-5
COc1ccc2c(c1)COC1(CCN(C(=O)Nc3ccc(F)cc3F)CC1)O2	-2	-0.2	-0.2	-7
O=C1CC(NCC2CCCCC2)C(=O)N1c1ccccc1 (stereo not given)	4	0.4	2.6	9
COC(=O)C1=C(C)N(CCc2ccc(OC)c(OC)c2)C(=O)/C1=C\c1ccc(F)cc1	-8	-0.1	-0.1	-7
CN(C(=O)c1noc2c1COc1ccccc1-2)c1ccccc1Cl	-22	0.0	-0.4	7
Cc1nc2nc(SCc3ccccc3)nn2c(C)c1C	-26	0.3	-1.3	17
CCOC(=O)CN(C)Cc1c(C(=O)N(C)CCc2ccccc2)nc2sccn12	-1	0.4	0.0	-2
CCNc1nc(NCc2cccc(C(F)(F)F)c2)c2cc(OC)c(OC)cc2n1	7	0.3	4.7	16
Cc1ccc(CN(Cc2cc3cc(C)ccc3n3nnnc23)C(=O)c2ccco2)cc1	-3	0.1	-0.2	-5
Cc1cccc(N(CC(=O)Nc2ccc3c(c2)OCO3)S(C)(=O)=O)c1	4	0.0	-0.8	3
Cn1c(=O)c2c(nc(SCC(=O)O)n2Cc2ccccc2)n(C)c1=O	-3	0.1	1.4	16
CC(C)[N+]1(Cc2ccccc2)C2=C(CN(C)CC2)c2ccccc21 (stereo not given)	6	0.5	-0.9	19
CCCN1CCC(N2CCN(S(=O)(=O)c3ccc4ccccc4c3)CC2)CC1	0	0.0	-0.5	48
O=C(c1ccc(F)cc1)C(C(=O)N1CCCCC1)n1cc(Cl)ccc1=O (stereo not given)	-4	-0.1	0.3	0
CC(C)N(C(=O)NC(=O)Nc1ccc(I)cc1)S(C)(=O)=O	-30	-0.1	1.2	-5
CC(C)(CC(=O)Nc1sc2c(c1C#N)CCCC2)CC(=O)OCC(F)(F)C(F)F	0	0.0	-0.9	16
CCOc1ccc(OCC)c(Nc2nc3ccccc3n3c(C)nnc23)c1	7	-0.3	-0.1	-4
COc1ccc(CNc2nc(N)n(-c3ccccc3)n2)cc1	-14	0.0	1.3	5
COc1cccc(Nc2cc(C)nc3ccc(OC)cc23)c1	8	0.1	1.5	29
O=C1OC(c2ccccc2Cl)=N/C1=C\c1cccc(Cl)c1	6	0.1	-0.5	7
O=C(NCc1cccnc1)c1cc(Sc2ccccc2Cl)nc2ccccc12	3	0.1	0.7	11
O=C(c1ccncc1)N1CCCC(C(F)(F)F)C1 (stereo not given)	-10	-0.1	1.1	-1
Cc1cc(C(=O)CSC(C)c2nc3ccccc3c(=O)[nH]2)c(C)n1C (stereo not given)	1	-0.1	1.1	-4
Cc1cccc(-n2ccnc2SCC(=O)NCc2ccc3c(c2)OCO3)c1	12	-0.5	-0.3	1
CC(=O)c1ccc(-n2c(-c3cc(-c4ccco4)[nH]n3)n[nH]c2=S)cc1	-8	-0.2	1.0	61*
O=c1/c(=C\c2nn(-c3ccccc3)cc2-c2ccccc2)sc2nc3ccccc3n12	1	0.9	-0.5	12
O=C1CC(Cl)C(=O)N1c1ccc(F)cc1 (stereo not given)	1	0.0	-0.2	10
CCOc1ccc(NC(=O)c2cccc(F)c2)c([N+](=O)[O-])c1	14	-0.1	-1.0	12
CCOC(=O)C1=C(C)N=c2s/c(=C\c3ccc(OCc4ccccc4)cc3)c(=O)n2C1c1ccc(OCC)c(OCC)c1 (stereo not given)	-16	0.1	0.5	3
O=C(N/N=C/c1ccccc1[N+](=O)[O-])C(=O)Nc1ccccc1	-16	-0.1	0.5	0
NC(=O)c1ccsc1NC(=O)c1ccccc1[N+](=O)[O-]	-9	0.0	3.9	12
CCC(C)OC(=O)C1=C(C)NC(=O)NC1c1cc(Cl)c(O)c(OC)c1 (stereo not given)	-4	0.8	-2.2	8
COc1ccc(C(=O)N2CCC(c3[nH]ncc3-c3ccncc3)CC2)o1	6	-0.1	0.7	2
Cc1onc(-c2ccccc2)c1CNC(=O)c1ccco1	-3	0.1	1.9	-9
FC(F)(F)c1ccc(Cn2cnc3c(NCc4cccc(C(F)(F)F)c4)nc(Nc4ccccc4)nc32)cc1	-2	0.0	1.4	4
COc1cc(C(C)=O)ccc1OCC(O)CN1CCN(c2cc(Cl)ccc2C)CC1 (stereo not given)	-10	-0.1	0.2	0
NS(=O)(=O)c1ccc(CCNC2CC(=O)N(c3ccccc3)C2=O)cc1 (stereo not given)	-9	-0.2	1.6	1

2 of the compounds above, field by field:
SMILES: NC(=O)c1ccsc1NC(=O)c1ccccc1[N+](=O)[O-]
  TEAD-YAP inh = -9	FBW7 activator = 0.0	GPR151 ag = 3.9	MITF primary = 12
SMILES: CCOC(=O)C1=C(C)N=c2s/c(=C\c3ccc(OCc4ccccc4)cc3)c(=O)n2C1c1ccc(OCC)c(OCC)c1 (stereo not given)
  TEAD-YAP inh = -16	FBW7 activator = 0.1	GPR151 ag = 0.5	MITF primary = 3

Additional structures:
SMILES	TEAD-YAP inh	FBW7 activator	GPR151 ag	MITF primary
CCCCc1ccc(C(=O)N/C(=C\c2ccc(C)cc2)C(=O)Nc2cc([N+](=O)[O-])ccc2C)cc1	2	0.0	-0.8	-4
Cc1ccn(CCCNC(=O)c2cc(-c3ccccn3)nc3c(Cl)cccc23)n1	6	0.0	-1.1	-13
CCOC(=O)CSc1ncnc2sc3c(c12)CCC3	-10	-0.2	-0.4	-8
O=C(COc1cccc(Cl)c1)Nc1ccc(F)c(Cl)c1	-12	0.1	2.4	-13
COC(=O)c1cc(C(=O)Nc2ccccc2F)cc([N+](=O)[O-])c1	-6	-0.1	1.3	-1
COc1ccc(C2CC(C(F)(F)F)n3nc(C(=O)Nc4ccc5c(c4)OCO5)c(Cl)c3N2)cc1 (stereo not given)	3	-0.2	-0.1	3
CC(=O)Oc1ccc(C(=O)Nc2ccc3nc(-c4ccc(Br)cc4)oc3c2)cc1	-13	0.4	2.3	17
COc1ccc(N(CC(=O)NC(C(C)C)C(C)C)S(C)(=O)=O)c(OC)c1	-5	-1.5	0.7	7
Cn1c(=O)cc(SCC(=O)NCc2ccc(F)cc2Cl)c2ccccc21	-8	-0.2	-0.1	-7
COC(=O)C1=CN(C)C=C(C(=O)OC)C1c1cccc(OC)c1	10	0.2	1.9	-2
CCC(Sc1nc2n[nH]c(C)c2c(=N)n1-c1cccc(Cl)c1)C(=O)NCCOC (stereo not given)	-1	0.5	-0.7	15
O=C(O)CCC(=O)N1N=C(c2ccc(O)cc2)CC1c1ccc(Br)cc1 (stereo not given)	11	0.1	0.9	3
CCOc1ccc(N2C(=O)CC(Sc3nnc(C)s3)C2=O)cc1 (stereo not given)	-2	0.0	0.3	-9
OCCN1CCN(c2cc(-c3ccccc3)nc(-c3ccccn3)n2)CC1	-6	-0.3	2.1	4
COCCCNC(=S)NNC(=O)C(C)Oc1ccc(C(C)(C)C)cc1 (stereo not given)	2	-0.2	-0.2	-7
CCN1C(=O)/C(=C/c2ccc(OC)c(O)c2)N(C)C1=S	-3	0.0	1.1	18
